# Screens deposited in PubChem by several laboratories.
# Mtb UGM inh = Mtb UDP-galactopyranose mutase inhibition | P9WIQ1 | purified UGM, fluorescence polarization probe displacement | inhibition, % at 10 µM | 320,000 compounds, 0.06% hits; in the data active means inhibition above about 10%, passing the limit was not always enough; inconclusive means no clear call, values can overlap the other calls
# Target sequence (P9WIQ1 whole entry, looked up): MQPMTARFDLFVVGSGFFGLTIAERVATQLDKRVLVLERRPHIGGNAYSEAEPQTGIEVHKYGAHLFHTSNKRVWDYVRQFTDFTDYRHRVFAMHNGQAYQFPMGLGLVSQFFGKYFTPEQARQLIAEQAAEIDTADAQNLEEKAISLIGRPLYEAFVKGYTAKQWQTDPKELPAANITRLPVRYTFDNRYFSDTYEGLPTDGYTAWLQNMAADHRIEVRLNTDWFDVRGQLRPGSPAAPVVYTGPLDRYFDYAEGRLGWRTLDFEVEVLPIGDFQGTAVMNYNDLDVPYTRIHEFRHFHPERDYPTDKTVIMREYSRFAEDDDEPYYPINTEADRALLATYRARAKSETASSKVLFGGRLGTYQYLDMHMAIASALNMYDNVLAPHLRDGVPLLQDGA
# FadD28 binding = M. tuberculosis FadD28 bisubstrate binding inhibition. FadD28 bisubstrate probe binding, fluorescence polarization. inhibition, % at 12.5 µM. 360,000 compounds, 0.22% hits. AID 588549; in the data active means inhibition above about 8.5%, passing the limit was not always enough; inconclusive means no clear call, values can overlap the other calls
# BioA inh = inhibitors of Mycobacterium tuberculosis BioA enzyme; inhibition, % at 9.99 µM; 360,000 compounds, 0.096% hits; purified M. tuberculosis BioA enzyme, plate reader; in the data active means inhibition above about 40%; inconclusive means no clear call, values can overlap the other calls
# FBA Mtb inh = inhibits M. tuberculosis FBA enzyme | inhibition, % at 1 µM | 360,000 compounds, 2.3% hits | AID 588726 | purified M. tuberculosis FBA, fluorescence read-out | P9WQA3; in the data active means inhibition above about 27%;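 further: 0% = vehicle and 100% = reference inhibitor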
# Target sequence (P9WQA3 whole entry, looked up): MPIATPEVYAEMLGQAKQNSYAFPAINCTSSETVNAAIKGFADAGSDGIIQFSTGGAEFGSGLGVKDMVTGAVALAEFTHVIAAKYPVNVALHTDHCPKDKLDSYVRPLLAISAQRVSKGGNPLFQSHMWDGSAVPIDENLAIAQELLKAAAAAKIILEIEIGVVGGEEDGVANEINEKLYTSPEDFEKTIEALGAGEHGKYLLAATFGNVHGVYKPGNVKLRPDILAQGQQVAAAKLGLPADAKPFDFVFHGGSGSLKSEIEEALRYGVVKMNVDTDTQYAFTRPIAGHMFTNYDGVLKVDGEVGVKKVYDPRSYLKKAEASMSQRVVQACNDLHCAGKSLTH
# BoNT A protease = inhibitors of Botulinum neurotoxin A light chain protease. 360,000 compounds, 0.17% hits. inhibition, % at 10 µM. multiplex microsphere protease substrate cleavage, flow cytometry; further: plate controls were buffer without enzyme for full effect and enzyme alone for no effect
# GDH-TPI inh = inhibits GDH-TPI coupling enzymes, artifact for Mtb FBA screen; 360,000 compounds, 1.2% hits; GDH-TPI coupled enzyme counterscreen, NADH absorbance; inhibition, % at 4.8 µM; in the data active means inhibition above about 30%;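 further: 0% = DMSO wells and 100% = wells lacking the enzyme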
# PfHsp40 rescue = restores yeast growth despite PfHsp40 toxicity; S. cerevisiae expressing PfHsp40, growth rescue, ATP luminescence; growth rescue, % at 12.5 µM; 340,000 compounds, 0.68% hits; AID 504582; in the data active means growth rescue above about 28%, passing the limit was not always enough; inconclusive means no clear call, values can overlap the other calls;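 further: yeast W303a lacking pdr1 and pdr3 grown in galactose medium; growth measured after three days at 30 °C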
# BoNT F protease = inhibitors of Botulinum neurotoxin F light chain protease | 360,000 compounds, 0.22% hits | inhibition, % at 10 µM | AID 588497 | Multiplex microsphere protease cleavage assay, flow cytometry; in the data active means inhibition above about 35%, passing the limit was not always enough; inconclusive means no clear call, values can overlap the other calls; further: plate controls were buffer without enzyme for full effect and enzyme alone for no effect
# Anthrax LF prot = blocks Bacillus anthracis lethal factor protease. 360,000 compounds, 0.12% hits. multiplex microsphere protease cleavage assay, LF. inhibition, % at 10 µM. P15917; further: plate controls were buffer without enzyme for full effect and enzyme alone for no effect
# An asterisk follows results filed as active; ? = inconclusive; · = no result given. Unless noted, no stated cut-off is given here; in the data, active means inhibition above about 30%; inconclusive means no clear call, values can overlap the other calls; inactive means below that.
SMILES,Mtb UGM inh,FadD28 binding,BioA inh,FBA Mtb inh,BoNT A protease,GDH-TPI inh,PfHsp40 rescue,BoNT F protease,Anthrax LF prot
COc1ccc(C)cc1NC(=O)C(=O)c1cn(CC(=O)N2CCCC2)c2ccccc12,-2.3,-3.7,-1.4,5,-1.5,19,1.4,-5,-5
CCOC(=O)c1cccc(NC(=O)COc2nsnc2N2CCOCC2)c1,-1.8,-1.8,-0.8,0,-2.8,2,1.7,-14,-2
O=C(c1ccc2ccccc2c1)C1CCCN(C(=O)c2noc3c2CCCC3)C1 (stereo unspecified),0.7,-5.4,-2.5,5,-0.3,-8,5.3,-2,-6
Cc1ccc(-c2csc(N(CCO)CCCn3c(C(F)(F)F)nc4ccccc43)n2)cc1,0.2,0.7,-8.0,0,-0.4,18,-0.5,1,0
COc1ccc(-c2cc(C(=O)NCCCN3CCOCC3)c3cc(C(C)C)ccc3n2)cc1,1.1,-4.4,2.4,70*,1.6,7,0.3,5,-2
COc1ccc(CC(=O)NCC(=O)N/N=C/c2ccco2)cc1,·,-1.4,·,-1,0.7,10,-0.4,8,0
CCCCOCCCNC(=O)c1c(-c2ccccc2)noc1C,-1.3,-1.8,0.2,6,-0.9,-15,0.2,-6,0
O=C1OC2(O)C3C4C=CC(C4)C3C(=O)N2c2ccccc21 (stereo unspecified),-1.8,-0.3,·,2,2.3,6,0.2,?,-4
COCOc1ccc(-c2ncc(OC)nc2NC(=O)c2cc(C)oc2C)cc1,·,-1.6,0.6,3,-0.8,16,·,-11,2
COc1ccc(C)cc1NS(=O)(=O)c1ccc(NC(=O)CN(c2cc([N+](=O)[O-])ccc2C)S(C)(=O)=O)cc1,-2.2,-2.5,-0.7,-2,3.4,14,-0.2,4,-3
Cc1ccccc1NC(=O)c1cn2c(nc3ccccc32)c(C#N)c1C,-0.2,-0.9,-1.6,1,1.0,5,-0.8,8,-10
COC(=O)c1nc2nc(C)cc(C(F)(F)F)n2n1,2.3,-1.5,0.0,-3,-0.6,-2,-0.8,-4,6
Cc1cccc(NS(=O)(=O)c2cccc(C(=O)NCC(C)(C)N3CCOCC3)c2)c1,-1.0,-2.2,-1.3,-1,0.9,11,-0.1,3,4
Cc1ccc(S(=O)(=O)NCCc2c[nH]c3ccccc23)cc1,1.3,-1.0,5.5,-4,-0.3,4,1.1,11,-3
Cc1nc2cc(C(=O)O)ccc2n1-c1ccc(F)cc1F,0.0,0.6,2.6,-1,0.8,7,1.8,8,0
CCC(=O)N1CCc2cc(Br)cc(S(=O)(=O)CC(=O)OC)c21,3.9,-1.0,0.3,-3,-0.4,8,-0.2,1,3
Cc1cc(Nc2ccc3c(c2)OCCO3)n2ncnc2n1,-0.2,-3.6,·,0,1.2,10,-0.8,3,-1
CNC(=O)CCCN1C(=O)c2ccccc2Sc2ncccc21,1.7,-3.1,1.0,0,-1.5,-1,0.4,-5,-10
COc1ccc(Cc2nnc(N/N=C/c3ccc(O)cc3)[nH]c2=O)cc1OC,4.6,-0.7,·,0,-1.5,27,0.5,-8,-1
CN(C(=O)c1ccc(NC(=O)Cc2ccc(NC(=O)C3CCCN(C(=O)c4ccccc4)C3)cc2)cc1)C1CCCC1 (stereo unspecified),·,-1.7,-0.9,3,0.2,8,-0.3,-3,-3
CCCn1c(NCc2cccc(OC)c2OC)nc2ccccc21,-1.7,-0.7,2.7,-1,2.6,5,0.7,1,2
Cc1cc(O)cc(C)c1NS(=O)(=O)c1ccc2ccccc2c1,0.1,0.0,0.5,1,0.2,2,0.8,5,-3
CCCCOc1ccc([N+](=O)[O-])cc1C(=O)O,1.8,0.3,-1.7,4,1.2,7,-0.8,2,0
O=C(Nc1ccc(F)cc1F)NC1CCN(Cc2c(F)cccc2Cl)CC1,-2.2,-2.6,-0.4,-1,?,-4,0.6,?,22
Nc1ccc(S(=O)(=O)NC2(C(F)(F)F)NC(=O)N(c3ccccc3F)C2=O)cc1 (stereo unspecified),1.1,2.6,-2.6,2,0.2,7,-0.3,5,2
Cc1ccc(-c2cc(C(=O)N/N=C/c3cccnc3)n[nH]2)o1,1.7,-4.7,·,-2,0.0,-2,-1.3,-5,0
CCOC(=O)C1CCCN(c2c(NCC3CCCO3)c(=O)c2=O)C1 (stereo unspecified),0.1,-1.7,-1.6,3,-0.2,15,-0.2,-6,-6
COc1ccc(CNC(=O)COc2ccc(C(=O)c3ccc(F)cc3)cc2)cc1,4.3,-2.5,·,0,-0.9,9,2.8,-6,-1
COc1cc2occc2c2oc(=O)ccc12,-0.5,0.4,-1.9,-1,-0.1,14,1.0,1,3
Cc1csc(/N=C/c2ccc([N+](=O)[O-])cc2)n1,-1.0,-3.9,·,-2,0.2,-9,2.9,-4,-1
Cc1ccc(C2CC(c3cccs3)=NN2S(=O)(=O)c2ccc(C)cc2)cc1 (stereo unspecified),-0.1,-3.5,0.3,-1,-0.6,21,5.6,-6,1
CCC1CCCCN1CC(=O)Nc1ccc2c(c1)OCCO2 (stereo unspecified),-2.5,0.0,0.2,0,-0.7,-4,-1.2,-7,1
S=C1SCN(Cc2cccnc2)CN1Cc1cccnc1,2.1,-1.9,·,-2,1.8,4,309*,?,4
Fc1cccc(Cc2c(-c3cccc(Cl)c3)nc3c(Cl)cc(C(F)(F)F)cn23)c1,·,-2.4,-2.4,0,0.1,·,·,-2,2
S=c1[nH]nc(-c2ccco2)n1Cc1ccccc1,3.2,-2.1,0.6,19,-0.6,2,-1.2,-21,2
CC(=O)c1cccc(CN2CCN(Cc3ccccc3)C(CCO)C2)c1 (stereo unspecified),·,-1.8,·,-1,-1.2,2,-0.7,-8,-7
C=CCn1c(C)csc1=Nc1ccccc1C,0.3,1.6,-0.8,6,-0.9,-1,-0.7,-8,-7
COc1ccc(CNC(=O)C2CC(O)CN2C(=O)Nc2ccccc2)cc1 (stereo unspecified),·,-1.7,-0.1,1,-6.0,19,0.4,-8,1
CCN(CC)S(=O)(=O)c1ccc(/C=C/C(=O)OCC#N)cc1,2.9,1.2,-1.4,2,0.0,1,-1.0,2,0
Cc1ccc(S(=O)(=O)N2CCOCC2)c(C)c1NS(C)(=O)=O,-0.4,0.4,-1.1,2,-0.8,-1,-0.6,-8,-2
O=C(NC1CCCCCC1)c1cccnc1Sc1ccccc1,-0.3,-3.0,·,2,0.2,0,-0.5,0,1
COc1cccc(-c2nc(CS(=O)(=O)CC(=O)Nc3ccc(C(C)=O)cc3)c(C)o2)c1,-3.4,-2.7,-1.9,-1,0.0,-6,-0.5,-8,-4
COc1cc(CNCCc2ccc3c(c2)OCO3)ccc1O,-0.2,-2.2,-1.1,0,2.9,1,-0.3,-20,-10
COc1ccc(S(=O)(=O)N2CCCc3ccccc32)cc1[N+](=O)[O-],4.2,-1.9,-0.7,-1,-1.6,-2,1.9,10,15
Cc1ccc(C(C(=O)NC(C)(C)C)N(Cc2ccco2)C(=O)CCC(=O)Nc2ccccn2)cc1 (stereo unspecified),-0.6,-1.7,0.4,3,1.3,4,0.5,3,1
CCc1nc2ccc(C(=O)Nc3ccc(OC)c(OC)c3)cn2c1N(C)Cc1ccc(N(C)C)cc1,·,1.3,-1.2,4,-0.3,16,·,-3,-4
C/C(Cn1nnc([N+](=O)[O-])n1)=N\NC(=O)c1ccc(Cl)c(Cl)c1,0.3,-1.7,·,4,-2.9,10,0.2,-16,-8
CCCc1sc(C(=O)Nc2nnc(C3CC3)s2)cc1CC,·,-0.2,-0.6,1,1.0,7,0.2,-5,-2
COc1cccc(N=Cc2ccc(O)cc2O)c1,-0.7,-2.5,-0.1,4,0.6,-8,-0.9,-18,-2
Cc1ccccc1NC(=S)N(CCCN1CCOCC1)Cc1cccnc1,-0.8,-0.5,·,1,-1.0,-2,-1.0,-3,-6
COc1cccc(CNCCc2c[nH]c3ccccc23)c1OC,2.6,-0.7,·,-2,1.1,-6,0.5,-3,0
Cc1cc(-c2nnc(SCC(=O)NC3CC3)n2C(C)C)cs1,-9.8,-2.9,0.1,0,-2.8,-8,-0.3,-9,2
Cc1c(-c2cccc(Cl)c2)nc2ccccc2c1C(=O)OCC(=O)Nc1ccc2c(c1)OCO2,0.3,-1.4,-1.5,1,0.2,10,0.5,-22,-4
CCC(=O)N1CCc2cc(S(=O)(=O)CCC(=O)Nc3cccc(C)n3)ccc21,-3.6,-4.4,·,-5,0.5,4,1.2,4,-1
CS(=O)(=O)N(Cc1ccccc1Cl)c1ccc(C(=O)N2CCCC2)cc1,0.6,-1.7,0.5,0,0.5,-6,-1.0,?,6
O=C(CCCn1c(=O)[nH]c2ccsc2c1=O)N1CCN(c2ccccn2)CC1,2.1,-0.8,·,3,0.2,6,0.9,1,2
COc1ccccc1C(O)(C(=O)NNc1ccccc1C)c1ccccc1OC,-0.1,-1.8,·,0,-0.5,7,-0.9,5,-3
Cc1ccccc1CNC(=O)CC1C(=O)NCCN1Cc1c(F)cccc1Cl (stereo unspecified),0.1,-2.6,·,-1,-0.4,2,-0.6,-2,-2
CCOc1ccc(S(=O)(=O)N2CCCCC2)cc1NC(=O)c1cccnc1OCC,-1.3,-0.1,0.0,0,-2.1,4,-0.5,-9,-2
Cc1ccc(CN2CC(=O)N3[C@H]4c5ccccc5OC[C@@H]4[C@H](c4ccccc4)[C@]3(C)C2=O)cc1,-2.6,-2.8,0.4,3,-0.1,4,2.5,-8,-1
# The list continues:
SMILES,Mtb UGM inh,FadD28 binding,BioA inh,FBA Mtb inh,BoNT A protease,GDH-TPI inh,PfHsp40 rescue,BoNT F protease,Anthrax LF prot
Cc1cccc(C(=O)NCC(=O)NNC(=O)c2ccccc2O)c1,-1.7,-2.1,-0.3,11,-1.6,-1,1.0,-4,2
CCc1ccc(CNC(=O)CCS(=O)(=O)Cc2ccc(C)cc2)cc1,0.9,-0.3,-1.8,1,2.2,12,-1.6,10,0
Cc1cc(C(=O)N(C2CCCCC2)C2CCCCC2)no1,-1.1,-1.5,-0.2,0,0.0,15,1.4,8,2
C=CCn1c(SCC(=O)c2[nH]c(C)c(C(=O)OCC)c2C)nc2scc(-c3ccccc3)c2c1=O,-0.2,0.7,·,0,0.1,-1,-1.1,1,-1
C=CCn1c(CSc2nc3ccccc3s2)nnc1SCC(=O)NCc1cccnc1,0.8,-1.8,10,-3,0.4,1,-0.7,-1,0
Cc1ccc(S(=O)(=O)N2CCN(C(=O)CCC(=O)NC3CCCc4ccccc43)CC2)cc1 (stereo unspecified),-5.0,-2.4,-1.8,0,0.8,0,0.1,0,-6
Cc1cccc(NC(=S)NCc2ccccn2)c1,-2.3,-2.3,0.7,7,1.2,-3,1.0,-22,-4
CC1(c2cccc(Br)c2)NC(=O)N(CC(=O)c2ccc3c(c2)OCCO3)C1=O (stereo unspecified),3.5,-4.1,-1.9,1,3.1,0,-1.0,-12,-2
Cc1sc2c(c1C)C(O)=C(C(=O)Nc1ccccc1)S(=O)(=O)N2C,1.1,-1.3,·,-1,?,11,153*,?,-12
CCOc1ccc(NC(=O)CCS(=O)(=O)c2ccc(Br)cc2)cc1,1.7,-3.0,0.6,-1,1.6,-10,0.4,-11,16

# Shown with tabs: entries from further up
SMILES	Mtb UGM inh	FadD28 binding	BioA inh	FBA Mtb inh	BoNT A protease	GDH-TPI inh	PfHsp40 rescue	BoNT F protease	Anthrax LF prot
Cc1ccc(S(=O)(=O)N2CCOCC2)c(C)c1NS(C)(=O)=O	-0.4	0.4	-1.1	2	-0.8	-1	-0.6	-8	-2
Cc1csc(/N=C/c2ccc([N+](=O)[O-])cc2)n1	-1.0	-3.9	·	-2	0.2	-9	2.9	-4	-1

# Compound profiles, as listed above:
# C=CCn1c(CSc2nc3ccccc3s2)nnc1SCC(=O)NCc1cccnc1 reads Mtb UGM inh = 0.8; FadD28 binding = -1.8; BioA inh = 10; FBA Mtb inh = -3; BoNT A protease = 0.4; GDH-TPI inh = 1; PfHsp40 rescue = -0.7; BoNT F protease = -1; Anthrax LF prot = 0
# Cc1ccc(-c2csc(N(CCO)CCCn3c(C(F)(F)F)nc4ccccc43)n2)cc1 reads Mtb UGM inh = 0.2; FadD28 binding = 0.7; BioA inh = -8.0; FBA Mtb inh = 0; BoNT A protease = -0.4; GDH-TPI inh = 18; PfHsp40 rescue = -0.5; BoNT F protease = 1; Anthrax LF prot = 0
